# Assay outcomes deposited in PubChem by several laboratories.
# DAX1 inh-1: NR0B1 (DAX1) inhibition. 0.99% of 340,000 active. inhibition, % at 6.75 µM. AID 504766. HEK293 Gal4-DAX1 luciferase reporter, luminescence. P51843;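 active = inhibition above the mean over all tested compounds plus 3 SD, cut at about 4.2% in these data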;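 note: 0% = DAX1-transfected cells with DMSO and 100% = empty-vector control cells with DMSO; inhibition shows as a rise in luminescence from relieved DAX1 repression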
# proKLK7 act: proKLK7 (human) activation, primary screen; AID 652039; activation, % at 7 µM; P49862; purified proKLK7, EDANS-DABCYL substrate fluorescence; 100% is mature enzyme control, 0% vehicle; 0.9% of 370,000 active;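 active = activation above the mean of all tested compounds plus 3 SD, computed per campaign excluding outliers beyond control limits, cut at about 13% in these data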
# ssDAF12 agonist: activators of S. stercoralis DAF-12 nuclear receptor | HEK293 ssDAF-12/GRIP1 lit1-tk-luc reporter, luminescence; % of 3 µM dafachronic acid response | activation, % at 6.8 µM | 1% of 370,000 active | AID 652126;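 active = activation above the mean over all tested compounds plus 3 SD, cut at about 0.9% in these data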;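 note: 0% = DMSO-only wells and 100% = 3 µM delta7-dafachronic acid wells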
# NPR2 activator: GC-B (human) receptor activation; 0.11% of 370,000 active; HEK293-GC-B cells, CNP EC30, cGMP TR-FRET; 0% at EC30 CNP, 100% saturating CNP; P20594; activation, % at 10 µM;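 active = activation at 10 µM reaching about 35% in either raw or pattern-adjusted values, limit read from the data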
# Target sequence (P20594 whole entry, looked up): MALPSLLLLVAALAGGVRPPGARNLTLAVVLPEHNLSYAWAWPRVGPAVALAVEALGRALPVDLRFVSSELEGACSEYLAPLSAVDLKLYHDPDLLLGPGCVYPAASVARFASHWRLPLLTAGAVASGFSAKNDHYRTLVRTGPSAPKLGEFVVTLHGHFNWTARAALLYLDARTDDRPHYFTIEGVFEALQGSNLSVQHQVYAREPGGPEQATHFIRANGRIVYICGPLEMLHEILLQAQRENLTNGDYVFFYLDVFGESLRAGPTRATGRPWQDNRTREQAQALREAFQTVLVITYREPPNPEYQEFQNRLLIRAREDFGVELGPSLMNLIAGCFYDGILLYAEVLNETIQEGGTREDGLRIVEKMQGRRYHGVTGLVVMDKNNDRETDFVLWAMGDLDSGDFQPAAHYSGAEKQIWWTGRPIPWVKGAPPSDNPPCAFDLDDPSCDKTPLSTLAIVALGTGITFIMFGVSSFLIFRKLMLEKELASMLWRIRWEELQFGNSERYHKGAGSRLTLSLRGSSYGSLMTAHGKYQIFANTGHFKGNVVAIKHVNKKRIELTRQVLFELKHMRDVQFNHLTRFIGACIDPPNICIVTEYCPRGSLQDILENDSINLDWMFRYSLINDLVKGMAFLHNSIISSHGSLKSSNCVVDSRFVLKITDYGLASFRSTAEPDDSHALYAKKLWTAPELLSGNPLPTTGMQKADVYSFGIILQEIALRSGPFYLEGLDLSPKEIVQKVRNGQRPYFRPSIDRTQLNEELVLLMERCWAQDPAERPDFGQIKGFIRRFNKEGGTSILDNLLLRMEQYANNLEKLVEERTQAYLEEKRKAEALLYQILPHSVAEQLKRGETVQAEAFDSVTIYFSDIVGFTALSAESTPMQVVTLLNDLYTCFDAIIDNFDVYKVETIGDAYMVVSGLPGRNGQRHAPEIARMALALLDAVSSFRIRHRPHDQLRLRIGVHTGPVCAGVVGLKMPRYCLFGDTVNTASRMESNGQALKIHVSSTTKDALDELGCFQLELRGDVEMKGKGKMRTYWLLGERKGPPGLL
# hcDAF-12 act: activators of H. contortus DAF-12 nuclear receptor. activation, % at 6.8 µM. 1.4% of 370,000 active. AID 652067. HEK293 hcDAF-12 lit1-tk-luc reporter, luminescence; 0% DMSO, 100% Δ7-dafachronic acid;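 active = activation above the mean of all tested compounds plus 3 SD, cut at about 5.5% in these data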;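 note: 100% = response to 3 µM Δ7-dafachronic acid high control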
# hgDAF-12 ag: agonists of H. glycines DAF-12 nuclear receptor | HEK293 GAL4-hgDAF12 UAS-luciferase reporter, agonist luminescence; normalized to butyrate control | activation, % at 6.8 µM | 1.8% of 370,000 active | AID 687014;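 active = activation above a cutoff set at the mean of all screened compounds plus 3 SD, cut at about 10% in these data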;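 note: 0% = DMSO wells and 100% = sodium butyrate wells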
# SMARCA2 act: activators of SMARCA2 function. AID 652017. MG213 cells, MMTV-luciferase reporter, dexamethasone, overnight. activation, % at 9.1 µM. 1% of 370,000 active; in the data active = activation above about 7.8%;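 note: 0% = vehicle wells and 100% = reference activator wells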
# HGIII-sPLA2 inh: Inhibits HGIII-sPLA2 liposome hydrolysis, primary screen. 0.56% of 370,000 active. Q9NZ20. QFRET BODIPY PC-A2 liposome hydrolysis, fluorescence. inhibition, % at 12.2 µM;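 active = inhibition above mean plus 3 SD of compounds lying within the high and low control bounds, cut at about 19% in these data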;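 note: 0% = median of test compound wells and 100% = no enzyme DMSO wells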
# FXN GAA850 act: frataxin GAA850 promoter activation; HEK293 lucGAA850 FXN promoter luciferase reporter, 24 h; percent of 10 µM SAHA response; activation, % at 6 µM; 0.56% of 360,000 active; AID 540364;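 active = activation above the average of all compounds screened plus 3 SD, cutoff fixed separately per campaign, cut at about 7.5% in these data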;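 note: 0% = DMSO wells and 100% = 10 µM SAHA wells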
# NPR1 activator: GC-A (human) enzyme activation; P16066; HEK293 GC-A cells, cGMP TR-FRET, EC30 ANP; 0% at EC30 ANP, 100% saturating ANP; activation, % at 10 µM; 0.14% of 370,000 active; AID 1671463; in the data active = activation above about 40%
# DAX1 inh-2: DAX1 (NR0B1) inhibition, primary screen. HEK293T StAR-luciferase reporter, SF-1/DAX-1 repression relief. inhibition, % at 6.8 µM. 1.1% of 370,000 active. AID 652010;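 active = inhibition above the mean over all tested compounds plus 3 SD, cut at about 3.6% in these data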;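 note: 0% = DAX-1 cells with DMSO and 100% = cells lacking DAX-1 with DMSO; higher inhibition means more luminescence from relief of DAX-1 repression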
# * marks the source's active call; other numbers are inactive results; · = no result given.
SMILES,DAX1 inh-1,proKLK7 act,ssDAF12 agonist,NPR2 activator,hcDAF-12 act,hgDAF-12 ag,SMARCA2 act,HGIII-sPLA2 inh,FXN GAA850 act,NPR1 activator,DAX1 inh-2
O=C(OCC(=O)N1CCN(C(=O)c2ccco2)CC1)c1ccccc1OCc1ccccc1,0.3,0.1,-1.4,0,0.2,1.0,0,-2,0.2,1,0.3
Cc1ccc(OCC(=O)Nc2ccon2)c([N+](=O)[O-])c1,1.6,-0.2,0.2,-4,3.4,6.4,5,2,4.8,2,5.3*
Cc1cc(C)n(-c2nnc(C)n2/N=C/c2ccccc2OCc2ccccc2Cl)n1,-0.8,0.1,-1.2,-15,-2.6,0.7,0,5,-0.1,-4,-0.4
O=C(Nc1ccncc1)C1CCCN(S(=O)(=O)c2cccc3cccnc23)C1 (stereo not given),-1.3,0.1,-1.3,-10,-0.8,3.9,-2,-8,-4.2,-12,-3.9
O=C(CN1C(=O)NC2(CCCc3ccccc32)C1=O)Nc1cccc(S(=O)(=O)N2CCCCC2)c1 (stereo not given),-2.2,0.1,-1.9,1,-2.7,-3.9,-4,-17,0.9,3,-0.3
COc1cccc(CNC(=O)CCCN2C(=O)C(c3ccccc3)Oc3cccnc32)c1OC (stereo not given),0.2,0.1,-1.1,-4,-0.8,-1.9,2,-3,2.1,-5,-2.6
COc1cc(C(C)=O)ccc1OCC(O)Cn1nc(C)c(Br)c1C (stereo not given),0.6,0.1,-1.7,6,-0.6,-0.6,-1,-5,-0.4,-5,-0.4
Cc1ccc(NC(=O)COc2ccccc2)cc1S(=O)(=O)N1CCCCCC1,-2.4,0.9,-1.0,10,-2.0,-1.6,-2,-23,-1.0,1,-2.7
CC(=O)N1c2ccccc2N=C(c2ccc3c(c2)OCO3)C1C(=O)NCc1ccccc1 (stereo not given),·,0.7,-0.3,-9,2.0,4.5,11*,0,·,-3,0.3
CCCCN1Cc2c(nc3cc(-c4ccccc4)[nH]n3c2=O)C1=O,1.5,11,-1.4,-1,-0.1,0.3,-2,-2,-0.8,0,0.6
O=C(N/N=C/c1c[nH]c2ccccc12)c1ccc2c(c1)OCCO2,3.1,-0.1,1.7*,-3,13*,18*,0,-6,-2.2,-5,1.3
COc1ccc(Cl)cc1C(=O)NNC(=O)c1ccc(F)c(S(=O)(=O)N2CCOCC2)c1,-1.3,0.6,-0.4,-1,1.6,-3.1,-4,-11,2.3,0,-1.0
O=C(O)CN1C(=O)C2C3C=CC(C2C1=O)C1C(=O)N(CC(=O)O)C(=O)C31 (stereo not given),0.9,0.1,-0.5,4,3.3,-1.5,-3,6,-0.7,8,0.1
Cc1cc(C)c(C(N)=O)c(Cl)n1,-0.1,-0.3,-1.1,4,0.3,-0.7,0,-3,-0.2,6,0.2
C=CCSc1nc2c(c(=N)n1CC=C)C1CCCC1S2 (stereo not given),2.0,-0.5,-0.7,-3,-1.0,0.0,3,-1,-2.0,-8,0.1
CN(NC(=O)Nc1ccc(Cl)cc1)c1c(Cl)c(Cl)nn1C,1.6,0.4,-1.1,-1,-1.1,0.9,-1,4,0.4,-1,-1.6
CCN(C(=O)COC(=O)c1ccc(Cl)c(S(=O)(=O)N2CCCCC2)c1)C1CCS(=O)(=O)C1 (stereo not given),1.7,-0.2,-1.1,4,-2.9,0.1,6,-2,1.3,2,-2.0
COc1ccc(-c2cc3ccccc3oc2=O)cc1NC(=O)c1ccc([N+](=O)[O-])o1,-0.8,0.3,-1.0,9,0.2,2.9,0,-4,-0.3,13,-2.0
COC(=O)[C@H](CCSC)NC(=O)Nc1ccc(OC)c(Cl)c1,0.1,-0.5,-0.6,-6,-2.0,-0.6,0,5,-1.4,10,0.2
O=C1COCCOCCOCC(=O)NCCN1,-0.1,-0.2,-0.8,-1,-0.1,0.2,-4,-3,0.5,2,0.1

# An excerpt of these results, with two lines to a compound.
# Below each compound: DAX1 inh-1 | proKLK7 act | ssDAF12 agonist | NPR2 activator | hcDAF-12 act | hgDAF-12 ag | SMARCA2 act | HGIII-sPLA2 inh | FXN GAA850 act | NPR1 activator | DAX1 inh-2
> CCN(C(=O)COC(=O)c1ccc(Cl)c(S(=O)(=O)N2CCCCC2)c1)C1CCS(=O)(=O)C1 (stereo not given)
  1.7 | -0.2 | -1.1 | 4 | -2.9 | 0.1 | 6 | -2 | 1.3 | 2 | -2.0
> COc1ccc(-c2cc3ccccc3oc2=O)cc1NC(=O)c1ccc([N+](=O)[O-])o1
  -0.8 | 0.3 | -1.0 | 9 | 0.2 | 2.9 | 0 | -4 | -0.3 | 13 | -2.0
> COC(=O)[C@H](CCSC)NC(=O)Nc1ccc(OC)c(Cl)c1
  0.1 | -0.5 | -0.6 | -6 | -2.0 | -0.6 | 0 | 5 | -1.4 | 10 | 0.2
> O=C1COCCOCCOCC(=O)NCCN1
  -0.1 | -0.2 | -0.8 | -1 | -0.1 | 0.2 | -4 | -3 | 0.5 | 2 | 0.1

# Other structures
SMILES,DAX1 inh-1,proKLK7 act,ssDAF12 agonist,NPR2 activator,hcDAF-12 act,hgDAF-12 ag,SMARCA2 act,HGIII-sPLA2 inh,FXN GAA850 act,NPR1 activator,DAX1 inh-2
Cc1cccc(OCC(=O)O/N=C(\N)c2ccncc2)c1,-0.8,0.1,-0.9,-2,-1.0,2.0,-1,5,2.5,3,-0.4
COc1ccccc1N1CCN(S(=O)(=O)CCNC(=O)c2cc(=O)c3ccccc3o2)CC1,-0.4,0.3,-1.3,-3,0.4,0.6,-2,6,-2.2,1,-0.3
S=C(NCCc1cnc[nH]1)NC1CCCC1,3.6,0.5,-0.6,1,-0.5,-0.5,-4,2,-0.4,0,0.3
COc1ccc(-c2nn(-c3ccccc3F)cc2CNCCn2nc(C)cc2C)cc1,1.1,0.4,-1.7,-1,-1.0,-3.1,-1,-9,-1.0,1,0.0
CCCC(C)(C)C(=O)N1CCC1(C)C(=O)NS(=O)(=O)c1ccc(Br)cc1 (stereo not given),·,-0.2,-0.3,7,-0.4,-1.0,-7,7,-2.0,1,-0.1
CN(C(=O)c1cccc(NC(=O)Cc2cccc(NC(=O)C3CCN(S(=O)(=O)c4cccc([N+](=O)[O-])c4)CC3)c2)c1)C1CC1,-1.2,0.1,-0.9,-2,0.2,-2.2,-5,-20,-0.9,3,-0.2
COc1ccc(NC(=O)CN(C)CC(=O)NC(=O)NC2CCCCC2)cc1,0.1,-0.2,-1.6,-3,2.1,-3.1,-3,6,0.4,4,1.0
O=C(NCc1cc(Cl)cc(Cl)c1)c1ccc2sc([C@@H]3O[C@H](CO)[C@H](O)[C@H](O)[C@H]3O)nc2c1,·,0.0,-0.9,-2,1.3,-0.2,-2,-3,-0.3,1,0.5
Cc1cc(NC(=O)CCC(=O)N(c2cccnc2)C(C(=O)NC2CCCC2)c2ccccc2F)no1 (stereo not given),·,-0.2,-1.1,6,0.3,-3.0,-1,3,·,-2,0.3
C[C@H](NS(=O)(=O)c1ccc2c(c1)OCCCO2)C(=O)N1CCN(Cc2ccc(C#N)cc2)CC1,-0.6,-0.1,-0.7,0,2.3,3.6,8.8*,7,1.4,0,-0.3
Cc1cccc(NC(=O)c2cc(C)nc3ccccc23)c1,0.6,0.3,-0.8,0,-1.6,1.4,2,-4,0.6,4,0.3
Cc1nc(C(N)=O)c(N)n1CCc1ccccc1,-0.1,-0.8,-0.8,1,1.4,-1.3,-1,18,1.7,6,-0.1
Cn1c(=O)c2c(nc(NC3CCCCC3)n2Cc2ccccc2)n(C)c1=O,0.5,-0.2,-1.3,54*,0.4,1.6,1,18,1.2,79*,-0.7
CC(/C=N/NC(=O)c1sc(N)nc1C)=C\c1ccccc1,0.8,1.1,-0.9,4,1.9,3.0,3,8,8.1*,7,0.5
CCOC(=O)COc1c(OC)cc(Cl)cc1C1NC(=O)NC(C)=C1C(C)=O (stereo not given),1.2,0.2,-1.1,-14,-2.6,-0.1,-2,-4,0.9,-25,-0.5
CCOC(=O)c1c(S(=O)(=O)NCCCc2ccco2)c(C)n(C)c1C,1.4,-0.1,-0.8,3,-1.3,-1.7,-3,-5,0.9,4,-0.1
Cc1ccc(S(=O)(=O)CCC(=O)Oc2ccc(-c3nnco3)cc2)cc1,-0.7,-0.3,-0.9,-4,-0.2,-1.5,0,3,-0.5,-2,-0.6
O=C(NCc1ccccc1Cl)C1CCCN1C(=O)NCc1ccccc1 (stereo not given),1.3,-0.7,-0.9,2,2.7,-0.3,2,-1,-0.8,-1,-0.4
COc1ccc(CN(C(C)=O)c2cc(C)c([N+](=O)[O-])cc2OC)cc1OC,0.1,-0.1,-1.2,-1,-1.4,0.7,-5,0,0.9,-3,-0.5
CC(OC(=O)c1cccc(-n2cnnn2)c1)C(=O)Nc1ccc(F)cc1 (stereo not given),-0.2,-0.1,-1.6,1,-3.8,-4.7,-2,-9,-1.2,0,-2.9
CC1CN(C(=O)Cn2cc(SCC(=O)N3CCOCC3)c3ccccc32)CC(C)O1 (stereo not given),-0.1,0.3,-0.8,4,-1.2,-0.6,3,-4,-0.8,1,-1.0
Cc1cc(C)cc(NC(=O)CN2C(=O)NC(Cc3c[nH]c4ccccc34)C2=O)c1 (stereo not given),0.5,0.1,-1.2,6,-1.4,-1.2,-1,-108,-0.6,1,0.9
COc1cc(C2CC(=O)Oc3cc(C)c(Br)c(C)c32)cc(OC)c1OC (stereo not given),-0.2,0.5,-1.1,1,-1.8,0.9,0,-14,-1.0,-2,-1.0
Cc1cc(C)c(S(=O)(=O)NCC2CCC(C(=O)NCCCN3CCC(C)CC3)CC2)c(C)c1 (stereo not given),-0.2,-0.1,-1.4,1,-1.2,1.2,1,-14,-0.4,2,2.9
CCC(c1nnnn1CCC(C)C)N1CCC(C(N)=O)CC1 (stereo not given),0.9,0.7,-1.3,-2,-1.3,-3.0,-3,5,0.3,1,0.4
O=C(c1cccc(Cl)c1)N1CCC2CC1c1cc(N3CCOCC3)ccc12 (stereo not given),0.7,-0.3,-1.4,-1,-0.6,-1.7,-5,17,0.6,-4,-1.3
COc1ccc(C(=O)Nc2ccccc2NC(=O)c2ccco2)c(OC)c1,-0.7,-1.2,-0.9,-5,-1.1,-2.9,0,-4,-0.6,0,-0.7
CCCc1cc(NCCCCO)n2c(nc3ccccc32)c1C#N,1.0,25*,-1.8,22,-1.5,-1.6,-2,-4,1.2,21,-2.2
CC(C)NC(=O)C1C(c2ccccc2)=Nc2ccccc2N1C(=O)c1cc(Cl)cc(Cl)c1 (stereo not given),·,0.4,-0.3,-12,-0.5,0.2,-1,-10,·,-8,0.2
COc1ccc(OCc2cc(C(=O)NCc3cccc(C)n3)no2)c(Cl)c1,0.0,0.7,-1.1,7,1.1,1.5,4,-9,3.6,4,0.4
O=C(O)CCCCN1C(=O)/C(=C\c2ccc(OCc3ccccc3)c(OCc3ccccc3)c2)SC1=S,0.2,-5.2,-0.7,-11,0.3,-0.5,-2,3,2.5,-6,0.8
O=C(CSc1ccccn1)NC1CCCc2c1cnn2-c1ccccc1F (stereo not given),0.8,0.6,-0.5,-1,-1.1,0.5,-1,-2,-0.4,6,-1.4
NC(=O)[C@H](Cc1cc2ccccc2s1)NC(=O)[C@@H]1CC2(CC(c3cccc(NC(=O)[C@@H]4CCC(=O)N4)c3)=NO2)CN1C(=O)c1ccccc1 (stereo not given in full),0.2,0.2,-1.4,4,-2.1,-1.2,1,-22,-1.1,1,0.5
